Screens as filed in PubChem BioAssay.
M17LAP inhibition – P. falciparum M17LAP inhibitors, primary screen, biochemical, fluorogenic H-Leu-NHMec substrate, 1536-well (AID 1619); recombinant M17LAP, H-Leu-NHMec fluorogenic kinetic assay; higher % means a stronger effect; inhibition, % at 30 µM, or IC50 in µM where a hit was titrated; 220,000 compounds, 0.38% hits;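 active = compound inhibiting the enzyme by more than half at any dose during confirmatory dose-response retesting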;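 note: plate controls were full reaction with DMSO carrier for no effect and no enzyme background for full effect; strong numbers were not always called active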
T cell modulator – modulators of CD8 T cell-vesicle binding, primary screen, mouse 2C CD8+ T cells, flow cytometry. calls only at 7 µM. 330,000 compounds, 0.068% hits. AID 2052, 2009. 2C CD8+ T cell-vesicle binding; hits give low values;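 active = response, share of CD8 T cells binding vesicles, and their 90th percentile fluorescence all below set limits, cut at about 80% in these data, passing the limit was not always enough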
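System: murine 2C transgenic CD8+ T lymphocytes; also added: QL9-loaded Drosophila micro-vesicles; times: binding 1.5 h at 37 °C; measured by: flow cytometry, PE anti-B7-1 (FL2) versus Alexa647 anti-CD8 (FL8), PFA-fixed; control set: Peptide-free naked vesicles (low) and QL9 vesicles with 0.7% DMSO vehicle (high)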
P. falciparum M1AAP – P. falciparum M1AAP inhibitors, biochemical, fluorogenic H-Leu-NHMec substrate, 1536-well (AID 1445); recombinant M1AAP, H-Leu-NHMec fluorogenic kinetic assay; higher % means a stronger effect; one-dose inhibition, % at 30 µM; IC50 in µM for titrated hits; 220,000 compounds, 0.42% hits;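 active = primary inhibition above the hit cutoff, then over 50% inhibition at one or more dose response concentrations, cut at about 23% in these data, passing the limit was not always enough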;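 note: plate controls were DMSO full reaction for no effect and no enzyme background for full effect; strong numbers were not always called active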
Yfh1-off respiration – enhancers of respiration in Yfh1-depleted yeast, dose response, Friedreich's ataxia, plus single-dose screen (AID 1465); S. cerevisiae Yfh1-off respiration, WST-1 reduction, 72 h; higher fold induction means a stronger effect; fold induction at 50 µM; hits with a dose series show EC50 in µM; 220,000 compounds, 0.074% hits;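 active = fold induction of absorbance versus untreated yeast above a set limit, then at least 30% activation at any dose in follow-up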;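 note: activators that raise dye reduction in frataxin-depleted yeast; strong numbers were not always called active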
MT stabilize HCS – microtubule stabilizers in HeLa cells, primary screen, imaging, high-content imaging; HeLa tubulin immunostaining HCS, 24 h; share of cells brighter than vehicle mean+2SD; % tubulin-high responders, % at 10 µM; 200,000 compounds, 0.83% hits; AID 2205, 2009;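 active = plate Z-score above 3 for both tubulin-high and condensed-nucleus cell shares, with cell loss under 80%, at 10 µM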;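 note: anti alpha tubulin signal scored within the nucleus-defined area of each cell; some results filed as inactive read as strong as hits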
Dynein transport – inhibitors of GR-EGFP nuclear translocation, primary screen, dynein cargo transport inhibitor project, imaging, high-content, 3617.4 mouse cells. test concentration mostly 20 µM; stimulated with dexamethasone, 1 µM; hits give low values. z-score, hits read low. 220,000 compounds, 0.47% hits. AID 1381, 2008;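 active = plate z-score of nuclear minus cytoplasmic receptor signal below a set negative limit, without overly bright fluorescence or cell loss, cut at about -3.5 in these data, passing the limit was not always enough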;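 note: z-score of nuclear minus cytoplasmic ring GR-EGFP intensity difference per well; some compounds called inactive have numbers as strong as hits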
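medium = tetracycline-free induction medium containing charcoal-stripped FBS | also added = 1.0 µM final dexamethasone stimulus | schedule = 48 h induction, 1 h compound, 30 min dex at 37 °C | technique = fixed, Hoechst-stained cells imaged at 10x for EGFP | measure = GR-EGFP nuclear translocation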
WT yeast gro inh – growth inhibition of WT strain, primary screen, mitochondrial fusion inhibitor project, WT and mutant strains, chemical genetic; mitochondrial fusion phenotypic screen; inhibition, % at 10 µM; 190,000 compounds, 2.1% hits; in the data active = inhibition above about 58%; tested in S. cerevisiae
Autophagy mod – autophagy modulators in MEF cells, primary screen, imaging, high-content, MEF GFP-LC3; MEF GFP-LC3 puncta imaging; test concentration mostly 10 µM; 190,000 compounds, 0.98% hits; calls only at 10 µM (by protocol); AID 463193, 2010;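 active = percentage of spot-positive cells more than 3 SD above its plate mean, without a fluorescence outlier flag or 80% toxicity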;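 note: spot-positive cell cutoff set from DMSO-treated cells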
bCat nuc transl – modulators of beta-catenin nuclear translocation, primary screen, imaging, HeLa cells, immunofluorescence, high-content; 190,000 compounds, 0.3% hits; nuclear translocation activity, % at 5 µM;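 active = nuclear translocation activity above 50% at 5 µM, with a well cell count of 50 or more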;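 note: per-cell ratio of nuclear to cytoplasmic median beta-catenin stain intensity; plate controls were DMSO negative control for no effect and GSK-3 inhibitor IX positive control for full effect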
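Technique: fluorescence imaging of beta-catenin antibody stain plus DAPI / Material: human HeLa cell line / Incubation: compound treatment 24 h, 37°C, 5% CO2 / Read-out basis: % activation of per-cell nuclear versus cytoplasmic median beta-catenin signal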
WT yeast gro inh mutant strain – recorded beside WT yeast gro inh, whose call it bears; inhibition, %; mitochondrial fusion phenotypic screen, mutant strain inhibition
Dynein transport cytoplasmic EGFP – further read-out of Dynein transport, marked with its call; z-score; measured here: cytoplasmic GR-EGFP intensity; hits give high values
Dynein transport nuclear GR-EGFP – second read-out of Dynein transport, no call of its own (marks repeat the call); z-score; measured here: nuclear GR-EGFP intensity;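 lower value marks the stronger effect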
Dynein transport cell count – second read-out of Dynein transport, no call of its own (marks repeat the call); z-score; measured here: cell count per field
bCat nuc transl cell count 5 µM – recorded beside bCat nuc transl, whose call it bears; cell count; measured here: cell count, cytotoxicity flag
T cell modulator vesicle-bound % – further read-out of T cell modulator, marked with its call; double positive events, %; measured here: CD8+ vesicle-bound cell fraction;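 binding gate set so that unloaded-vesicle control wells show 10% double positive cells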
MT stabilize HCS Hoechst-high % – also measured in MT stabilize HCS; calls as there; % Hoechst-high responders; measured here: nuclear condensation Hoechst responders;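 share of cells brighter than vehicle mean plus two SD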
MT stabilize HCS cytotoxicity % – recorded beside MT stabilize HCS, whose call it bears; toxicity, %; measured here: cytotoxicity by cell density;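 0% = mean cell density of plate MIN control wells and 100% = no cells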
Autophagy mod cell loss 18 h – second read-out of Autophagy mod, no call of its own (marks repeat the call); toxicity, %; measured here: cell loss, nuclei count;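 cell loss after 18 h compound exposure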
* hit, by the source's call; i = inactive; / = not tested or not shown.

SMILES	M17LAP inhibition	T cell modulator	T cell modulator vesicle-bound %	P. falciparum M1AAP	Yfh1-off respiration	MT stabilize HCS	MT stabilize HCS Hoechst-high %	MT stabilize HCS cytotoxicity %	Dynein transport	Dynein transport cytoplasmic EGFP	Dynein transport nuclear GR-EGFP	Dynein transport cell count	WT yeast gro inh	WT yeast gro inh mutant strain	Autophagy mod	Autophagy mod cell loss 18 h	bCat nuc transl	bCat nuc transl cell count 5 µM
CN(C)/C=C1/C=C(C=O)OC1=O	14%	i	25	3%	i	/	/	/	1	-0.16	0.26	-0.0057	/	/	/	/	6.1	933
NC(=S)N/N=C\c1c(OCc2ccccc2Cl)ccc2ccccc12	-5%	i	14	-4%	i	2.5	1.7	4.7	0.83	-0.21	0.8	-1	61*	55*	i	-3	2.4	1059
CC(=O)N1CCc2cc(NS(=O)(=O)c3cccs3)ccc21	12%	i	22	-8%	i	1.1	0.9	4.7	-1.3	-0.18	-0.5	1	-9	-19	i	7	-4.3	995
COc1ccc(-c2nc(CN3CCCCC3c3nccn3C)c(C)o2)c(C)c1C (stereo unspecified)	-10%	i	56	-1%	i	3.7	3.8	5.8	-0.99	-0.066	-0.71	0.16	75*	56*	i	22	0.9	1035
CC(C)CCn1c(O)c(N=NC(=O)Cn2ccc(C(F)(F)F)n2)c2ccccc21	-5%	i	61	16%	i	2.7	2.0	4.5	-0.11	-0.21	0.036	0.63	-8	2	i	19	1.6	1019
O=C(CSc1nc(-c2ccccc2)cs1)Nc1nccs1	12%	i	30	-2%	i	4.5	3.4	11	-0.15	-0.18	-0.11	0.42	2	6	i	6	-1.2	1150
Cc1nc(-c2ccccc2)cc(N2CCCC2)n1	3%	i	36	6%	i	1.2	0.5	21	-0.15	-0.28	0.28	0.64	-2	6	i	-5	-0.8	1052
O=C1C2C(C(=O)N1CCN1CCN(Cc3ccc([N+](=O)[O-])cc3)CC1)[C@H]1C=C[C@@H]2C1 (stereo partly specified)	-5%	i	49	-3%	i	/	/	/	-0.73	-0.28	-0.33	0.63	/	/	/	/	2.4	1311
CC(=O)c1ccc(NC(=O)C2CCC(C)(C(=O)O)C2(C)C)cc1 (stereo unspecified)	9%	i	26	6%	i	6.3	2.7	0.1	1.1	-0.31	0.63	-0.66	1	-3	i	2	-6.4	1145
CCCOc1ccc(-c2c(C(=O)N/N=C/c3ccccc3)nnn2-c2nonc2N)cc1	-6%	i	21	4%	i	/	/	/	-0.0094	-0.24	-0.11	0.82	/	/	/	/	1.6	1333
COc1ccc(S(=O)(=O)Cc2ccc(C(=O)N3CCN(c4cccc(C)c4C)CC3)o2)cc1	6%	i	24	9%	i	22*	45*	51*	0.071	-0.2	0.24	0.3	44	11	i	-5	0.9	1095
O=C(COC(=O)c1cnccn1)Nc1ccc(Cl)cc1	4%	i	62	-2%	i	1.2	1.1	4.1	0.48	-0.13	0.51	0.3	9	5	i	-2	4.2	442
CC(NC(=O)OC(C)(C)C)C(=O)Oc1ccc2ccc(=O)oc2c1 (stereo unspecified)	-305%	i	26	8%	i	2.7	1.1	5.4	-1.2	0.0044	-0.5	0.29	3	-5	i	18	-0.5	1191
c1ccc2[nH]c(SCCN3CCOCC3)nc2c1	-2%	i	37	1%	i	2.5	1.8	3.5	0.38	-0.2	0.44	-0.21	12	15	i	-4	1.7	1129
Cc1cc(C)n(CC(O)COc2ccc3ccccc3c2)n1 (stereo unspecified)	6%	i	20	0%	i	1.2	1.4	1.1	-0.15	-0.37	-0.14	0.97	11	-7	i	7	-0.8	936
CCCn1cnc2c(=S)nc(N)[nH]c21	17%	i	31	9%	i	/	/	/	0.53	-0.28	0.25	0.77	/	/	/	/	1.2	1062
CCOc1ccc(OCC)c(NC(=O)CN2CCN(c3ccc(C)cc3C)CC2)c1	1%	i	44	0%	/	1.6	1.1	6.2	1.1	-0.2	0.86	0.092	9	1	i	12	-0.7	1229
O=C(NCc1ccccc1Br)c1ccco1	0%	i	22	-3%	i	1.8	2.2	9.7	-0.29	-0.18	0.097	-0.27	-9	-48	i	1	/	/
CCc1ccc(NC2=NC(C(=O)NC3CCCCC3)CC(=O)N2)cc1 (stereo unspecified)	-4%	i	54	2%	i	3.0	1.9	6.9	0.64	-0.22	0.5	-0.8	-7	-8	i	2	-3.3	1147
Fc1cccc(NC(=S)NCCN2CCOCC2)c1	-12%	i	39	0%	i	4.1	2.2	4.2	1.3	-0.016	1.7	-3.5	9	-12	i	16	0.7	935
Cc1cc(C)cc(NC(=O)CSc2ccc(-c3cccs3)nn2)c1	7%	i	43	8%	i	3.9	3.3	10	-0.29	-0.28	-0.15	0.28	23	9	i	11	-0.7	1062
CC(C(=O)Nc1ccc(O)cc1)c1cccc(C(=O)c2ccccc2)c1 (stereo unspecified)	2%	i	46	1%	i	1.1	1.2	1.8	-0.86	-0.38	-0.4	0.94	-10	-11	i	0	0.8	1335
O=C(Cc1ccccc1)N1CCc2ccccc21	8%	i	18	-1%	i	1.7	1.2	4.1	0.12	-0.074	0.44	-0.45	-13	-11	i	-3	0.3	1003
COc1ccc2[nH]c(=O)c(CN(CCO)S(=O)(=O)c3ccc4c(c3)OCCO4)cc2c1	-23%	i	53	-2%	/	2.6	2.0	3.9	0.24	-0.042	0.59	-0.39	-4	5	i	-6	-0.9	1063
Cc1n[nH]c(C)c1S(=O)(=O)N1CCCC(C(=O)NC2CCCCC2)C1 (stereo unspecified)	-2%	i	49	-2%	/	4.9	1.3	10	-0.64	-0.23	-0.066	0.41	-2	11	i	4	-3.1	1169
Later entries:
SMILES	M17LAP inhibition	T cell modulator	T cell modulator vesicle-bound %	P. falciparum M1AAP	Yfh1-off respiration	MT stabilize HCS	MT stabilize HCS Hoechst-high %	MT stabilize HCS cytotoxicity %	Dynein transport	Dynein transport cytoplasmic EGFP	Dynein transport nuclear GR-EGFP	Dynein transport cell count	WT yeast gro inh	WT yeast gro inh mutant strain	Autophagy mod	Autophagy mod cell loss 18 h	bCat nuc transl	bCat nuc transl cell count 5 µM
Cc1ccc(-n2nc3c(c2NC(=O)/C=C\c2ccc4c(c2)OCO4)CSC3)cc1	-5%	i	40	8%	/	3.7	3.1	7.5	-0.47	-0.2	0.55	0.3	24	-3	i	20	3.3	472
N#Cc1c(N)c(C#N)c(-c2ccc3c(c2)OCO3)c2c1CCCC2	-16%	i	54	-3%	i	/	/	/	/	/	/	/	0	-11	/	/	-4.3	1042
CCOC(=O)c1[nH]ncc1CN1CCN(Cc2ccc(C)cc2)C(CCO)C1 (stereo unspecified)	-2%	i	24	-8%	i	3.1	1.1	5.6	2	-0.23	0.87	-0.66	0	-6	i	-13	-1.7	1015
CCNC(=S)Nc1ccc(N2CCCCC2)cc1	11%	i	54	6%	i	2.7	2.5	5.4	-0.63	-0.27	-0.22	0.16	-10	2	i	6	0.8	1152
COc1ccc(N(CC(=O)NCc2ccc(C)cc2)S(=O)(=O)c2c(C)nn(C)c2C)cc1	1%	i	6	5%	i	5.0	4.0	7.0	-0.096	-0.05	1	-0.58	-4	-6	i	-1	-0.4	547
O=C(N/N=C/c1ccccc1)c1c(O)c2ccccc2[nH]c1=O	-2%	i	15	5%	i	3.9	3.0	9.5	-0.48	0.55	-0.19	-0.57	1	8	i	-1	-1.2	1113
CCN1CCN(S(=O)(=O)c2cc(C)c(OC)cc2C)CC1	3%	i	12	5%	i	2.3	1.6	4.4	0.32	-0.23	-0.0036	0.28	10	8	i	1	-0.6	1052
CN(C)c1ccc(NC(=O)c2ccc(COc3cccc(Cl)c3)o2)cc1	-4%	i	6	4%	i	3.3	1.4	7.8	0.072	0.39	0.41	0.23	40	46	i	-13	5.4	971
COCc1nnc(NC(C)=O)s1	/	i	52	/	i	1.0	2.1	11	0.55	-0.28	0.6	-0.41	-10	-9	i	-1	-2.4	1001
O=S(=O)(Cc1cc(NCc2ccccc2)nc(-c2ccncc2)n1)c1ccccc1	80%	i	47	6%	i	4.3	1.9	7.0	0.096	-0.27	0.063	-0.4	-4	7	i	-3	-3.5	1016
COc1cccc(CNc2nc(SC)ncc2CO)c1	12%	i	40	5%	i	5.1	4.8	6.3	0.5	0.038	-0.087	0.044	-4	-20	i	-3	/	/
CC(=O)N1CCN=C1SCc1ccc(C)cc1	0%	i	42	2%	i	2.3	2.7	8.3	0.81	-0.11	0.56	-0.37	-8	-10	i	5	-2.9	1117

For reference, some entries already given.
SMILES	M17LAP inhibition	T cell modulator	T cell modulator vesicle-bound %	P. falciparum M1AAP	Yfh1-off respiration	MT stabilize HCS	MT stabilize HCS Hoechst-high %	MT stabilize HCS cytotoxicity %	Dynein transport	Dynein transport cytoplasmic EGFP	Dynein transport nuclear GR-EGFP	Dynein transport cell count	WT yeast gro inh	WT yeast gro inh mutant strain	Autophagy mod	Autophagy mod cell loss 18 h	bCat nuc transl	bCat nuc transl cell count 5 µM
COc1cccc(CNc2nc(SC)ncc2CO)c1	12%	i	40	5%	i	5.1	4.8	6.3	0.5	0.038	-0.087	0.044	-4	-20	i	-3	/	/
CC(=O)N1CCN=C1SCc1ccc(C)cc1	0%	i	42	2%	i	2.3	2.7	8.3	0.81	-0.11	0.56	-0.37	-8	-10	i	5	-2.9	1117
